Screening results: PubChem BioAssay, National Center for Advancing Translational Sciences (NCATS)
Lamin A splicing = modulators of lamin A splicing. HeLa LMNA splicing GFP/RFP minigene ratio, 48 h. Potency, µM (doses to about 46.1 µM), for inactives: top-dose ratio change, negative = inhibition, most hits filed as inhibitors. 200,000 tested, 0.01% active. AID 1487; active means well fitted inhibition curve with a large enough effect in the signal ratio, with a control signal flat, not every such curve was filed as active; inconclusive means small, poorly fitted or top-dose-only effect, or effect the other way, or a change in a side signal; the % refers to the signal ratio; further: on the % scale 0 is the no-effect control and ±100 the full control effect
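S3 HeLa stable clones carrying a lamin A-EGFP splicing minigene plus DsRed2 were seeded at 600 cells/well in Opti-MEM with 2% FBS, pin-dosed and incubated 48 h at 37°C. Acumen cytometry (488 nm) gave the GFP/RFP total-intensity ratio.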
ALDH1A1 block = ALDH1A1 (human) enzyme inhibition | P00352 | Purified ALDH1A1, NADH fluorescence, propionaldehyde substrate | Potency, µM (top dose mostly 75.3 µM), for inactives: at the top dose activity, negative = inhibition, actives largely listed as inhibitors | 220,000 tested, 7.3% active | AID 1030; active means well fitted inhibition curve with a large enough effect, not every such curve was filed as active; inconclusive means small, poorly fitted or top-dose-only effect, or another doubt; inactive means no such curve, though single readings can be large or run the other way;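 further: plate controls were no enzyme wells and a reference inhibitor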
KDM4E inh = inhibitors of human JMJD2E histone demethylase. 230,000 tested, 1.6% active. AID 2147. B2RXH2. Potency, µM (doses to about 57.1 µM), for inactives: top-dose activity change, negative = inhibition, actives largely listed as inhibitors. JMJD2E catalytic domain, FDH-coupled NADH fluorescence (FDH is formaldehyde dehydrogenase); active means well fitted inhibition curve with a large enough effect, not every such curve was filed as active; inconclusive means small, poorly fitted or top-dose-only effect, or another doubt; inactive means no such curve, though single readings can be large or run the other way;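 further: 0% = wells with enzyme and -100% = buffer wells without enzyme; nearly all actives have a fitted effect of over 50% in size; many of its hits are not listed in these tables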
KinaseGlo FLuc = counter-screen: inhibitors of Kinase-Glo firefly luciferase; Q27757; AID 1379; Potency, µM (top dose mostly 38.3 µM), for inactives: at the highest dose activity change, negative = inhibition, actives largely listed as inhibitors; Kinase-Glo luciferase, ATP luminescence, 8 min; 200,000 tested, 0.28% active; further: on the % scale 0 is the no-effect control and ±100 the full control effect; nearly all actives have a fitted effect of over 60% in size
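Kinase-Glo luciferase light output from ATP and luciferin was measured with 10 uM ATP, within the enzyme's linear range. Buffer: 50 mM imidazole pH 7.2, 50 mM KCl, 7 mM MgCl2, 0.01% Tween 20, 0.05% BSA; luminescence read after 8 min at ambient temperature.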
L3MBTL1 inh = inhibitors of human L3MBTL1; AlphaScreen L3MBTL1–H3K9me1 peptide binding; Potency, µM (doses to about 57.1 µM), for inactives: at the top dose activity, negative = inhibition, actives largely listed as inhibitors; 230,000 tested, 0.66% active; AID 485360; further: on the % scale 0 is the no-effect control and ±100 the full control effect; nearly all actives have a fitted effect of over 60% in size
Target sequence (Q9Y468 whole entry, looked up): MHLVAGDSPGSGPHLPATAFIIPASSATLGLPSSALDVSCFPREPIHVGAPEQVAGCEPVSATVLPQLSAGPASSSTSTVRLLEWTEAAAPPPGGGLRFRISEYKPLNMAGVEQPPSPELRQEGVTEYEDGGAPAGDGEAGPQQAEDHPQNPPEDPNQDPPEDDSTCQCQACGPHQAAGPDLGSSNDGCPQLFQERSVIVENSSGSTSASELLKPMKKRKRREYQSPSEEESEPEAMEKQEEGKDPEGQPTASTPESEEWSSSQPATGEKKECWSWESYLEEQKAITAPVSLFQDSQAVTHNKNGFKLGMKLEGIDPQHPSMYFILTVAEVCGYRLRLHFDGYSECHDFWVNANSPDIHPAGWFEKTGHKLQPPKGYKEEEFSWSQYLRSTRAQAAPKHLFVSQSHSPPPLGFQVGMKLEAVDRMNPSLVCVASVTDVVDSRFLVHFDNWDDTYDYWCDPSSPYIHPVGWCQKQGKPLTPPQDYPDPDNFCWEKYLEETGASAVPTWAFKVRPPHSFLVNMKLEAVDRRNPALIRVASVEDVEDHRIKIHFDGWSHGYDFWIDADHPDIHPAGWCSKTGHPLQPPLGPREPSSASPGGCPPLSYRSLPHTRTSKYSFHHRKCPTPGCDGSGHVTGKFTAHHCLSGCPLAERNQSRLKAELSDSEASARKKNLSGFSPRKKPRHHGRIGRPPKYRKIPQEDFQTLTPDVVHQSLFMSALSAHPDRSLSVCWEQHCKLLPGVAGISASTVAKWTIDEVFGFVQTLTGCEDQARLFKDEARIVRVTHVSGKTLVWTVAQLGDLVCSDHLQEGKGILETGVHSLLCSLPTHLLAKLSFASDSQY
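First, the protein-peptide complex forms for 30 min at room temperature (L3MBTL1 50 nM, biotinylated H3K9me1 peptide 75 nM). Next, compounds are pin-transferred and incubated 30 min. Finally, AlphaScreen beads are added and read after 30 min.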
Tau ThT inhib = tau fibrillization inhibition (ThT binding). P10636. recombinant tau K18 P301L (four-repeat tau fragment), heparin-induced fibrillization, ThT fluorescence. Potency, µM (highest dose often 57.4 µM), for the others: at the highest dose activity, negative = inhibition, actives largely listed as inhibitors. 270,000 tested, 2.1% active. AID 1460; further: on the % scale 0 is the no-effect control and ±100 the full control effect; nearly all actives have a fitted effect of over 55% in size
Target sequence (P10636 561-689 P618L limits assumed): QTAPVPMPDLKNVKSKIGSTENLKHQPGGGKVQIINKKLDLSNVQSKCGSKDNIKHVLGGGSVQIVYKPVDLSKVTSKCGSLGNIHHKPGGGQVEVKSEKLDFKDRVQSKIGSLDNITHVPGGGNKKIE
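Aggregation was driven by heparin (20 uM final) acting on recombinant tau […] bearing P301L in 100 mM sodium acetate pH 7; fibrils were detected with Thioflavin T.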
RECQ1 inh = inhibitors of human RECQ1 DNA helicase; RECQ1 DNA unwinding, red fluorescence kinetic read; Potency, µM (series often up to 57.3 µM), inactives show top-dose activity, negative = inhibition, usual class: inhibitors; P46063; 240,000 tested, 0.54% active;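 further: plate controls were vehicle for no effect and no enzyme for full effect; nearly all actives have a fitted effect of over 30% in size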
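50 nM RECQ1T1 preincubated 15 min with compound in Tris pH 8.0 buffer with MgCl2, DTT, Tween-20 and 2.5 ug/ml poly(dI-dC); started with 200 nM TAMRA/BHQ-2 forked duplex and 2 mM ATP. Unwinding read as fluorescence (525/598 nm), two reads 2 h apart.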
SMN2 splice up = SMN2 splice variant enhancement; HEK293 SMN2-luciferase splicing reporter, luminescence, 30-36 h; Potency, µM (series often up to 46.1 µM), inactives show at the highest dose activity change, positive = activation, actives largely listed as activators; 210,000 tested, 2.8% active; AID 1458; further: % of control where 0% means no effect; nearly all actives have a fitted effect of over 55% in size
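HEK293 cells carry an SMN2 […]–luciferase reporter in which exon 7 inclusion puts luciferase in frame. Cells were plated 10-12 h before compound addition, then incubated 30-36 h at 37C. ONE-Glo luminescence was read; sodium butyrate at 4.5 mM final served as control.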
Starred values were filed as active, the others as inactive; i = inactive; ? = inconclusive; . = no result given; & = joins results of further samples; [ ] = another dose, or the depositor's remark. Unless noted, the call rests on the fitted dose curve; in most records, active means well fitted curve in the direction sought with a large enough effect; inconclusive means small, poorly fitted or top-dose-only effect, or another doubt; inactive means no such curve, though single readings can be large; an effect the other way counts as inactive or inconclusive. Potency means the concentration at half of the fitted maximal effect. This is a subset; count on the stated rates, not on these rows.

SMILES	Lamin A splicing	ALDH1A1 block	KDM4E inh	KinaseGlo FLuc	L3MBTL1 inh	Tau ThT inhib	RECQ1 inh	SMN2 splice up
O=C(NCc1ccccc1)c1ccccc1Br	.	6%	-3%	-3%	.	-5%	-5%	23%
CCC1(N(C(C)=O)c2ccc(OC)cc2)C(=O)c2ccccc2C1=O	-12%	-2%	3%	-8%	-7%	1%	-17%	-5%
CCOC(=O)c1sc(NC(=O)/C=C/c2cnn(C)c2C)c(C(=O)OCC)c1C	3%	?	?	-4%	-4%	-9%	-2%	5%
O=[N+]([O-])c1ccc(Cc2nnc(-c3ccc(F)cc3)o2)cc1	16%[46 µM]	0%	0%	12%	.	-21%	-5%	5%
Cc1onc(-c2cccc(Cl)c2Cl)c1C(=O)O/N=C(\N)c1ccc([N+](=O)[O-])o1	.	5µM*	-2%	.	-13%	-7%	10%	.
CC1(C(=O)NCc2ccccn2)C=CCN1C(=O)c1ccccc1 (stereo not given)	2%	4%&6%	3%&-11%	-4%&-1%	2%	-12%&-11%	-8%&0%	16%&4%
CCC1=NN(C(=O)COc2ccccc2)C(O)(c2ccncc2)C1 (stereo not given)	.	-1%	4%	2%	-19%	-1%	-14%	.
COc1cccc(NC(=O)CN(Cc2ccccc2)S(C)(=O)=O)c1	?	12%	8%	1%	6%	-8%	-2%	13%
COC(=O)CN(C(=S)Nc1ccc(F)cc1)C1CC(=O)N(c2ccc(OC)cc2)C1=O (stereo not given)	-6%	18%	6%	6%	5%	7%	-12%	-1%
COc1ccc(C(=O)Nc2c(C)ccc3nsnc23)cc1[N+](=O)[O-]	7%	?	2%	-2%	18%	-4%	i	-4%
O=S(=O)(c1ccc(C(F)(F)F)cc1)N1CCCN(c2ccc(C(F)(F)F)cn2)CC1	.	.	?	.	30%	-11%	-20%	.
C/C(=N\O)C(=O)NCCCn1ccnc1	-2%	9%	2%	2%	5%	-3%	-5%	-3%
CC(C)CCn1c(CN2CCN(Cc3ccccc3)CC2)nc2c1c(=O)[nH]c(=O)n2C	7%	?	4%	-3%	.	-9%	-2%	.
Fc1ccc(Nc2nnns2)cc1	.	2µM*	10%	.	1%	28µM*	-3%	.
CNC(=O)c1csc(-c2ccncc2)n1	-3%	1%	2%	3%	-2%	-10%	-2%	18%
Cc1cc(C(=O)Nc2nc3c(s2)CCCC3)cs1	1%	?	-4%	?	-4%	?	i	?
O=C(COC(=O)c1cccc2ccccc12)Nc1cccnc1Cl	-9%	?	?	4%	8%	-10%	4%	-25%
Cc1cc(C)nc(/N=C2/NC(=O)CS2)n1	9%	?	-2%	-4%	6%	?	-3%	-7%
CC(=O)c1ccc(NC(=O)c2ccn(C(=O)OCC(C)C)n2)cc1	3%	-3%	-3%	-2%	-4%	?	-11%	10µM*
NS(=O)(=O)c1ccc(NC(=O)c2ccc(COc3ccccc3)o2)cc1	.	-10%	8%	8%	-13%	5%	-5%	-6%

Next section, starting with the last 3 of the part before.
SMILES	Lamin A splicing	ALDH1A1 block	KDM4E inh	KinaseGlo FLuc	L3MBTL1 inh	Tau ThT inhib	RECQ1 inh	SMN2 splice up
Cc1cc(C)nc(/N=C2/NC(=O)CS2)n1	9%	?	-2%	-4%	6%	?	-3%	-7%
CC(=O)c1ccc(NC(=O)c2ccn(C(=O)OCC(C)C)n2)cc1	3%	-3%	-3%	-2%	-4%	?	-11%	10µM*
NS(=O)(=O)c1ccc(NC(=O)c2ccc(COc3ccccc3)o2)cc1	.	-10%	8%	8%	-13%	5%	-5%	-6%
O=C(CCCN1C(=O)c2cccc3cccc(c23)C1=O)NCCN1CCOCC1	-14%[46 µM]	-11%	?	0%	8%	-4%	7%	5%
Cc1ccc(S(=O)(=O)CCC(=O)OCc2ccc(Cl)cc2)cc1	-10%	?	-3%	0%	21%	-13%	-10%	1%[1.84 µM]
c1ncc(-c2ccc3c(c2)OCO3)c(NCCc2cnc[nH]2)n1	?	?	?	-4%	.	-11%	-20%	-6%
CCOC(=O)C1=C(C)NC(C)=C(C(=O)OCCNC(=O)c2cccnc2)C1c1cccc([N+](=O)[O-])c1 (stereo not given)	3%	3%	8%	0%	-6%	-9%	-14%	6%
Cc1cccc(NC(=O)NC(C)C(c2cccs2)N2CCOCC2)c1 (stereo not given)	-12%	2%	-17%	3%	7%	7%	i	-2%
NS(=O)(=O)c1ccc(Nc2ccc3nonc3c2[N+](=O)[O-])cc1	?	12%	2%	1%	5%	?	-4%	14%
O=C1CCC/C(=N/NC(=O)C2CCN(S(=O)(=O)c3cccs3)CC2)C1	5%	4%	-11%	-1%	10%	-2%	5%	2%
O=C(C(Cc1ccccc1)N1C(=O)C2C3C=CC(C3)C2C1=O)N1CCCCC1 (stereo not given)	-9%	2%	1%	1%	-3%	-6%	-7%	5%
CCOC(=O)C1CCN(c2ccc(Cl)nn2)CC1	.	-6%	-2%	-3%	.	2%	0%	-47%
COc1ccc(N2C(=O)CC(N(C)CCc3ccc(OC)c(OC)c3)C2=O)cc1 (stereo not given)	16%[46 µM]	0%	-17%	-1%	3%	-3%	i	.
Cc1ccc(CN(Cc2cc3cc4c(cc3[nH]c2=O)OCCO4)Cc2nnnn2Cc2ccco2)cc1	19%	?	?	1%	.	35µM*	-2%	-38%[inhibitor]
Cn1c(SCC(=O)NCCN2C(=O)CSC2=O)nc2ccccc2c1=O	-2%	-9%	16%	4%	?	-4%	-16%	-8%
Cc1cc(C)nc(SCc2cccc(C(=O)O)c2)n1	-6%	-6%	-1%	2%	.	-12%	-1%	?
Cc1cc(OCCOCCN2CCCC2)ccc1C(C)C	9%	-10%	?	9%	-1%	-7%	-5%	-12%
O=C(N/N=C/C=C/c1ccccc1)c1ccncc1	-8%	2%	-1%	-1%	27%	-5%	-3%	1%
CCN(CC)S(=O)(=O)c1ccc(Cl)c(NC(=O)COC(=O)c2cccn2C)c1	-20%[46 µM]	?	-9%	0%	-22%	-4%	-2%	-51%[inhibitor]
CC(C)Cc1nn2c(=O)cc(O)nc2s1	-3%	3%	-4%	-3%	13%	3%	-3%	-5%[1.84 µM]
CCOC(=O)C1CCCCN1C(=O)CCc1c(C)nc2cc(-c3ccccc3)nn2c1C (stereo not given)	-13%	?	?	-8%	.	-23%	-9%	-49%[inhibitor]
Cc1ccc(S(=O)(=O)N2CCN(C(=O)COc3ccc(NC(=O)c4ccco4)cc3)CC2)cc1	2%	1%	-1%	-7%	.	-7%	-8%	-14%
COc1ccc(-c2[nH]ncc2CN(C)C(C)c2cccs2)c(F)c1 (stereo not given)	.	?	5%	5%	-4%	-4%	-5%	.
CC(c1ccon1)N(C)Cc1cn[nH]c1-c1ccc(F)cc1F (stereo not given)	.	.	-12%	.	6%	3%	4%	.
CCOc1ccc(N2CC(C(=O)Nc3ccc(N4CCOCC4)cc3)CC2=O)cc1 (stereo not given)	3%	3%	1%	-1%	-1%	?	-1%	-4%
CCOC(=O)c1nc(-c2ccccc2)oc1N(C)C	-10%	?	?	2%	.	-5%	-1%	21%
CCN(CC)CCC#CC(O)(c1ccccc1)c1ccccc1	-2%	20%	-1%	8%	-10%	7%	-2%	1%
S=C(NN=C1CCN(Cc2ccccc2)CC1)NC1CCCCC1	.	-11%	-22%	-2%	.	-12%	-2%	14%
O=C(O)CCN=Cc1c(O)c2ccccc2oc1=O	-17%[46 µM]	-11%	-12%	-7%	0%	3%	1%	-3%
CCN(N=Nc1cccc([N+](=O)[O-])c1)c1cccc([N+](=O)[O-])c1	10%	?	2%	2%	.	?	-11%	-43%
CCOC(=O)C1=C(CSc2nc(-c3ccncc3)ccc2C#N)OC(N)=C(C#N)C1c1ccc(OC)cc1 (stereo not given)	3%	?	-13%	3%	.	?	-12%	.
Cc1cccc(Oc2ncnc(N)c2[N+](=O)[O-])c1C	-26%	18%	0%	3%	4%	-6%	-5%	2%
COc1ccc(NC(=O)CSc2[nH]c(=O)cc(C)c2C#N)cc1OC	4%	?	3%	0%	10%	?	-11%	11%
Cc1ccc(C2=CC(C)(c3ccc(C)cc3)Nc3nc(C(F)(F)F)nn32)cc1 (stereo not given)	?	-1%	-2%	1%	-5%	-15%	?	-24%
COC(=O)c1c(OC)cc2c(c1C)Oc1c(Cl)c(O)c(Cl)c(C)c1C(=O)O2	.	?	-5%	-5%	.	?	-11%	-88%[inhibitor]
CCNC(=S)N(Cc1ccccc1)Cc1nc2ccccc2c(=O)[nH]1	-5%	?	-9%	0%	-6%	3%	3%	?
c1ccc(CN2CCN(c3nc(-c4ccccc4)nc4ccccc34)CC2)cc1	?	-13%	-6%	0%	.	-7%	i	2%
N#CC1=C(N)Oc2c(oc(CO)cc2=O)C12C(=O)Nc1ccc(Cl)cc12 (stereo not given)	-8%	.	7%	-1%	-6%	0%	-3%	-27%
CC(C)Sc1nc(N2CCCC2)c2c(c1C#N)CC(C)(C)OC2	-13%	-13%	-15%	2%	-1%[11.4 µM]	-14%	-4%	10%
Cc1ccccc1N1CCN(C(=O)c2ccccc2NC(=O)/C=C\C(=O)O)CC1	3%	-11%	?	-1%	4%	-16%	-6%	-13%
Cc1cc(C)cc(NC(=O)C2CCCN(c3nccc(C)n3)C2)c1 (stereo not given)	-1%	?	?	0%	-3%	6%	-14%	-16%
O=C(Nc1ccc(Cl)c(Cl)c1)N1CC=CCC1	?	6%	-3%	-3%	0%	-3%	i	?
CC(C)CSc1nc2ccccc2n1CC(=O)O	.	8%	-5%	0%	-3%	-1%	-11%	.
C[C@H](NC(=O)Nc1ccccc1F)C(=O)O	?	2%	-3%	-1%	1%	-3%	i	?
CCCCCn1c(=O)c(C(=O)OCC)c(Cl)c2ccccc21	.	.	-1%	.	43%[activator]	-15%	-2%	.
